Assay outcomes (PubChem)
12-LOX inh = ALOX12 (human) lipoxygenase inhibition; P18054; purified 12hLO, xylenol orange hydroperoxide absorbance; Potency, µM (top dose mostly 108 µM), inactives show at the highest dose activity change, negative = inhibition, hits mostly inhibitors; hit rate 1.1% among 580,000; active = well fitted inhibition curve with a large enough effect; inconclusive = small, poorly fitted or top-dose-only effect, or another doubt; inactive = no such curve, though single readings can be large or run the other way
Target sequence (P18054 whole entry, looked up): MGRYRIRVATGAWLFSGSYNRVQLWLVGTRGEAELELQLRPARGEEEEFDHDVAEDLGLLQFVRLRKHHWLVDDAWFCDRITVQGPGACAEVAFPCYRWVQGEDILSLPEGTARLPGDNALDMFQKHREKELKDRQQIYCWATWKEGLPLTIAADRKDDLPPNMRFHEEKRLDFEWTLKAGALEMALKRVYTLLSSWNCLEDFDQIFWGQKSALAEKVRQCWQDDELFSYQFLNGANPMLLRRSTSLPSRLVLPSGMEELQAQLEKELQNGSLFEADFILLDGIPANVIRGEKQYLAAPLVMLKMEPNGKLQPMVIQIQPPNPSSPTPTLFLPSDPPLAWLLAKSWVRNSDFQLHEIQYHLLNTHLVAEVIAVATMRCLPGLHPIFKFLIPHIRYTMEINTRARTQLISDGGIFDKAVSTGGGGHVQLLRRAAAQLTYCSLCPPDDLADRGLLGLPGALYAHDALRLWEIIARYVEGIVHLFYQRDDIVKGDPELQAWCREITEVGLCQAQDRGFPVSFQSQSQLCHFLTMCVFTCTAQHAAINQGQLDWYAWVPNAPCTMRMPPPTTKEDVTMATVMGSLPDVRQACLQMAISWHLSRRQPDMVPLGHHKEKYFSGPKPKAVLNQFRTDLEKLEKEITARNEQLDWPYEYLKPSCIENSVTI
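Hydroperoxide product was detected by ferrous iron/xylenol orange as the 573 to 405 nm absorbance ratio. Arachidonic acid at 40 uM (final) was turned over for 30 min at room temperature by 150 nM human 12hLO, pH 7.0 Hepes buffer, after 15 min compound preincubation.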
An asterisk follows results filed as active; ? = inconclusive; [ ] = remark or other dose. % is set by controls: 0 for no effect and ±100 for the full control effect; potency is the fitted concentration of half-maximal effect. These rows are one share of the data. The share of hits here may be higher or lower than overall.

SMILES	12-LOX inh
COCC(=O)N1CC[C@H](n2nnc(C(N)=O)c2C(N)=O)C[C@H]1C(=O)N[C@H](Cc1c[nH]c2ccccc12)C(N)=O	-22%
CCN(Cc1ccccc1)C(=O)c1nn(CC)c(=O)c2ccccc12	2%
CCOc1ccc2ccc(OCC)c(/C=C(\C#N)c3nc4ccccc4[nH]3)c2c1	-4%
COC(=O)c1cc2c(c3c4cc(OC)ccc4n(S(=O)(=O)c4cccc(C)c4)c13)C(=O)N(Cc1ccc(C(F)(F)F)cc1)C2	-9%
COc1cc(=O)n2c(c1C(=O)N(C)Cc1cscn1)CCN(C(=O)c1ccc(C)cc1C)CC2	5%
COc1ccc(C(=O)NCCn2cccc2-c2nc(-c3ccccc3)no2)cc1	46%[activator]
CN1C[C@@H](NC(=O)NC2CCCCC2)C[C@H]1c1nc(-c2cccnc2)no1	33%[176 µM]
O=C(N/N=C1\CC2CCC1C2)c1ccc(Cl)cc1Cl (stereo not drawn)	-16%
O=C(CSc1nnc(-c2cccnc2)n1-c1ccccc1)Nc1ccc(Cl)cn1	-8%
Cn1ccc(CN2CC(Oc3ccc(F)c(F)c3)C2)c1	0%[12.5 µM]
COc1ccc(N2C(=O)c3n[nH]c(C)c3C2c2ccccc2)cc1 (stereo not drawn)	-2%
COc1ccc(-c2ccc3c(n2)CCCN3S(=O)(=O)c2ccc(C(F)(F)F)cc2)cc1	4%
FC(F)(F)c1cccc(C2=NOC3(CCN(Cc4ccsc4)C3)C2)c1 (stereo not drawn)	8%[6.33 µM]
Cc1cc(C)nc(N/N=C/C2=C(O)CC(c3ccccc3)CC2=O)n1 (stereo not drawn)	61%
CC(C)(C)c1ccc(C(=O)Nc2ccc([C@H]3OCC(=O)N[C@@H]3CO)cc2)cc1	18%[176 µM]

Looked up by compound from above:
SMILES	12-LOX inh
COc1ccc(-c2ccc3c(n2)CCCN3S(=O)(=O)c2ccc(C(F)(F)F)cc2)cc1	4%
CN1C[C@@H](NC(=O)NC2CCCCC2)C[C@H]1c1nc(-c2cccnc2)no1	33%[176 µM]
FC(F)(F)c1cccc(C2=NOC3(CCN(Cc4ccsc4)C3)C2)c1 (stereo not drawn)	8%[6.33 µM]
Cc1cc(C)nc(N/N=C/C2=C(O)CC(c3ccccc3)CC2=O)n1 (stereo not drawn)	61%
COc1ccc(C(=O)NCCn2cccc2-c2nc(-c3ccccc3)no2)cc1	46%[activator]
O=C(N/N=C1\CC2CCC1C2)c1ccc(Cl)cc1Cl (stereo not drawn)	-16%
CCN(Cc1ccccc1)C(=O)c1nn(CC)c(=O)c2ccccc12	2%

More compounds.
SMILES	12-LOX inh
CN(Cc1cccnc1)c1ccc2ncc(Nc3cc(F)cc(N4CCOCC4)c3)n2n1	4%[176 µM]
COc1ccc(C(=O)N2CCC3(C2)C(=NC2CCCCC2)NC(=O)N3c2cc(F)cc(F)c2)cc1 (stereo not drawn)	1%[6.33 µM]
Cc1ccc(NCC(O)Cn2c3ccccc3n3c(=O)cc(C)c(C#N)c23)cc1Cl (stereo not drawn)	6%
O=C1NC2(CCN(C(=O)c3ccccn3)CC2)Oc2ccccc21	39%[activator][176 µM]
O=C(CC1(C(=O)O)CCCCCC1)Nc1ccccc1NS(=O)(=O)c1ccc(F)cc1	15%
COC(=O)c1cc2n(n1)CCCN(C(=O)c1cc(CC(C)C)no1)C2	36%[activator]
O=C(O)c1cccc(CS(=O)(=O)c2ccccc2)c1	-18%
NC(=O)C1CCN(Cc2cc(=O)oc3cc(-c4ccccc4)c(O)cc23)CC1	?
COc1cccc(OC)c1C(=O)Nc1cccc(-c2nc3ccccc3o2)c1	2%
O=C(c1ccccc1Cl)N1CCC(N2CC3CCCN3C2=O)CC1 (stereo not drawn)	-6%
O=C1c2ccccc2C(=O)C1C1=Nc2ccccc2NC(c2ccccc2)C1 (stereo not drawn)	?
CC(C)N1CCN(C(=O)CCC[C@@H]2[C@H]3CCCN4CCC[C@@H](CN2Cc2ccccc2)[C@@H]34)CC1	19%
COc1cc2c(cc1C=O)OCCCO2	1%
CON(Cc1ccccc1)S(=O)(=O)c1ccccc1Br	46%[activator]
CNC(=O)[C@@H]1CN(C(=O)c2cnn(C)c2)C[C@H]1COC	53%[activator]
CCCCCCOc1ccccc1/C=N/N=C(N)N	?
COCCN1C(=O)CCC2(C(=O)NCc3cccc(OC)c3OC)CCCC=C12 (stereo not drawn)	62%[activator]
COc1ccc(-c2nc(C(C)C)nc3c2CN(C(=O)c2ccccc2F)CC3)cc1	3%
Fc1ccc(CN2CC[C@H](c3nnc(Cc4ccccc4)o3)C2)cc1F	77%[activator][176 µM]
CCc1nc(CNCc2cccc(NC(=O)c3cccc(F)c3)c2)cs1	17%
Cc1noc(C)c1-c1cnc(Nc2cccc(C(F)(F)F)c2)c2c1CCO2	16%[176 µM]
COc1ccc(C(=O)N2C[C@@H]3C[C@H](C2)c2c(-c4ccc(NC(C)=O)cc4)ccc(=O)n2C3)cc1	4%
Cc1c(CC(=O)NC2CCOCC2)c2c(n1Cc1ccccc1F)CCCC2=O	18%
N#Cc1c(SCC(N)=O)nc2c(c1-c1cccs1)CCCC2	-13%
CCCC(NC(=O)c1c(F)cccc1F)c1ccccc1 (stereo not drawn)	-5%
O=c1[nH]nc2n1CCN(C1CCOCC1)CC2	35%
O=C(c1ccc2c(c1)OCO2)N1CCC2(CC1)N=C(c1ccccc1)NO2	5%
Cc1nc(C(C)(C)C)nc2sc(C(=O)N3CCCCC3)c(C)c12	88%[activator]
C=CCNC(=O)c1cc(-c2cccc(C)c2)nc2ccccc12	?
CCCC(C)NC(=O)C1CCN(C(=O)C(C)(C)C)CC1 (stereo not drawn)	40%[activator]
CCO[C@H]1CN(C(=O)CCc2ccc(S(=O)(=O)NC)cc2)C[C@@H]1O	11%
Cc1cnc(SCc2ccccn2)nc1C1CCCN(C(=O)c2scc3c2CCCC3)C1 (stereo not drawn)	?
O=C(NC1CCCCC1)C1CC(=O)N(c2n[nH]c3cccc(F)c23)C1 (stereo not drawn)	23%
COc1ccc(C(=O)N2CCCn3ccnc3C2C(C)C)c(OC)c1 (stereo not drawn)	22%
CN(C)c1ncc2nc(-c3cccc(C#N)c3)c(=O)n(C)c2n1	?
CCN1CCC(CCNC(=O)C2CCCN(Cc3ccncc3)CCC(=O)NCC2)CC1 (stereo not drawn)	93%[activator]
CC(C)COc1cc(=O)n2c(c1C(=O)NCC1CCCCC1)CCCCC2	8%
CN1CCCCCCN(C(=O)COc2ccc(F)cc2)[C@H]2CCC[C@H]2C1=O	10%
COc1cccc(C(=O)N2CCC(N3C[C@H](O)C[C@H]3C(=O)Nc3ccc4c(c3)OCCO4)CC2)c1	-15%
CC1(C)CN(C(=O)c2cn(CCN3CCNCC3)nn2)C[C@]1(C)O	?
CC(C)N(Cc1ccccc1)C(=O)COC(=O)c1cc(Br)ccc1Cl	-14%
CCN(C(=O)CC1COc2ccc(C(=O)N3CCOCC3)cc2N1C)C(C)C (stereo not drawn)	30%[activator]
O=C(O)CCC1CCN(S(=O)(=O)c2ccccc2)CC1	12%
COC(=O)C1CN(Cc2cn(Cc3ccc(F)cc3)nn2)CCS(=O)(=O)N1Cc1ccc(OC)cc1 (stereo not drawn)	0%
CCOc1ccc(-c2cc3c(=O)n(CCNC(=O)c4ccc(F)c(F)c4)ccn3n2)cc1	-5%

The last 7 records of the part before come first, to join the parts.
SMILES	12-LOX inh
COc1cccc(C(=O)N2CCC(N3C[C@H](O)C[C@H]3C(=O)Nc3ccc4c(c3)OCCO4)CC2)c1	-15%
CC1(C)CN(C(=O)c2cn(CCN3CCNCC3)nn2)C[C@]1(C)O	?
CC(C)N(Cc1ccccc1)C(=O)COC(=O)c1cc(Br)ccc1Cl	-14%
CCN(C(=O)CC1COc2ccc(C(=O)N3CCOCC3)cc2N1C)C(C)C (stereo not drawn)	30%[activator]
O=C(O)CCC1CCN(S(=O)(=O)c2ccccc2)CC1	12%
COC(=O)C1CN(Cc2cn(Cc3ccc(F)cc3)nn2)CCS(=O)(=O)N1Cc1ccc(OC)cc1 (stereo not drawn)	0%
CCOc1ccc(-c2cc3c(=O)n(CCNC(=O)c4ccc(F)c(F)c4)ccn3n2)cc1	-5%
Cc1cc(CNC(=O)c2cc(-c3ccc(CO)cc3)cc3c2OCCN3C)no1	-4%[176 µM]
COc1ccc(Cl)cc1CN(C)C(=O)c1ccc2c(c1)CCCN2S(C)(=O)=O	6%
O=[S+]([O-])(NCC1CN(Cc2ccc3[nH]ccc3c2)CC12CN(c1ccccc1)C2)c1ccccc1 (stereo not drawn)	35µM*
Cc1ccsc1C(=O)N1CCSCC1	-10%
O=C(Nc1ccc(I)cc1C(F)(F)F)c1ccc(-c2ccccc2)cc1	2%
O=C(CCc1ccccc1)N1CCC(c2n[nH]c(=O)n2Cc2ccc(F)cc2)CC1	10%
CC(C)OC(=O)COc1ccc2cc(-c3ccccc3)c(=O)oc2c1	12%
CC(C)(C)OC(=O)COc1ccc2c(-c3ccccc3)cc(=O)oc2c1	17%
COC(=O)c1ccc(NC(=O)COc2ccc3c(c2)OCCO3)cc1	-18%
CN(c1cc(=O)c2ccnc(-c3cccc(C(F)(F)F)c3)c2o1)C1CCOCC1	-14%[176 µM]
C[C@H]1[C@@H]2[C@@H](O)C([C@H](C)C(=O)NCc3cccs3)CC[C@@]2(C)CC[C@@H]1NC(=O)Cc1ccccc1 (stereo partly drawn)	17%
Cc1cccc(C)c1NC(=O)CN(C)C(=O)c1cccc(S(=O)(=O)NCC2CCCO2)c1 (stereo not drawn)	-2%
COc1ccc(C(C)NC(=O)c2noc(-c3ccc(C)cc3)n2)cc1OC (stereo not drawn)	8%
O=C(c1ccco1)N1CCC(Cc2nc(-c3ccccc3)no2)CC1	5%
Cc1oc(-c2ccccc2)nc1C(=O)Nc1ccccc1F	0%
O=C(COc1ccccc1)N[C@@H]1C[C@H](Cn2cc(C3CC3)nn2)[C@@H](O)[C@H]1O	?
CCc1ccccc1-n1nc(-c2c(C)nc3scc(CC(=O)N4CCCC4)n3c2=O)cc1C	3%
CCn1cc(CN2CCCC(c3nc(-c4cnccn4)no3)CCNC(=O)CC2)c(C)n1 (stereo not drawn)	135%[activator]
COc1cccc(CN2CCc3c(cc(C(=O)Nc4ccc(C)cc4C)n3C)C2)c1	25%
CCc1noc(-c2cccn3c(CNC(=O)Cc4ccccc4C)nnc23)n1	65%[activator]
CCS(=O)(=O)N1CCC(C(=O)Nc2ccc(OC)c(OC)c2)CC1	-12%
Cc1ccc2nc(C)c(C(=O)NC3CCN(Cc4ccccc4)CC3)cc2c1	-3%
CCOc1cc(C(=O)N2CCc3cc(OC)c(OC)cc3C2)ccc1OC(F)F	0%
O=C(Nc1cccc(-c2nc3cc(Cl)ccc3o2)c1)c1ccccc1	26%
Cc1csc(/C(C#N)=C\c2cccc3c2OCCCO3)n1	9%
COCC(=O)NC1CCC12CCN(C(=O)c1ccco1)CC2 (stereo not drawn)	41%[activator]
Cn1cnc2cc(-c3cccc(F)c3)cc(C(=O)NCc3cccnc3)c21	9%[176 µM]
COc1ccc(C(=O)CCl)cc1Br	?
NS(=O)(=O)c1ccc(N/N=C/c2cccc(C(F)(F)F)c2)c([N+](=O)[O-])c1	1%
O=S(=O)(NCCO)c1ccc(Cl)c(Cl)c1Cl	-21%
O=C(NC1CCN(c2cc(-c3ccccc3)[nH]n2)CC1)c1cccc(Cl)c1	19%
CNC(=O)[C@H]1C[C@H](Oc2ccccc2)CN1C(=O)NCCc1ccccc1	10%
Cc1ccc2oc(C(=O)Nc3cccnc3)cc(=O)c2c1	?
Cc1cc(C)cc(Nc2nc(NCc3ccco3)nc3c2cnn3-c2ccccc2)c1	29%
COc1ccccc1NC(=O)/C(C#N)=C/c1c[nH]c2ccccc12	-14%
CCn1c(-n2nc(C)cc2C)nc2c1c(=O)n(Cc1c(F)cccc1Cl)c(=O)n2C	6%
CO[C@H]1CN(C)C(=O)c2ccc(NC(=O)C3CCC3)cc2OC[C@H](C)N(CC2CCCCC2)C[C@@H]1C	-23%
COC(=O)[C@@H]1Cc2c([nH]c3ccccc23)[C@H]2C[C@@H](NCCN3CCOCC3)C[C@@H](c3ccccc3)N21	3%
CC(=O)C1=C(C)N(Cc2ccc(F)cc2)C(=S)NC1c1ccc(Br)cc1 (stereo not drawn)	35µM*
CCOC(=O)NNC(=S)NCC1CCCO1 (stereo not drawn)	6.3µM*
COc1ccccc1-c1nccc2c(=O)cc(N3CCOCC3)oc12	-7%[176 µM]
CS(=O)(=O)c1cccc(C(=O)N2CCCCC2)c1	23%
COCCN1CCCC2(CCN(c3nc(OC)cc(OC)n3)C2)C1=O (stereo not drawn)	18%
O=C(COc1ccc2ccc(=O)oc2c1)NCc1cccs1	25%
COC(=O)C(NC(=O)OCc1ccccc1)(c1ccc(Cl)cc1)C(Nc1ccccc1)c1ccccc1 (stereo not drawn)	-15%
OCC1(Cc2ccccc2Cl)CCN(Cc2cc3ccccc3o2)CC1	?
Cc1ccc(Sc2ccc(Cl)cc2N)c(C)c1	-40%
Nc1nn(Cc2ccc(Cl)cc2Cl)cc1Cl	-22%
O=C(NCc1ccccc1)C1C(c2ccc3c(c2)OCO3)=Nc2ccccc2N1C(=O)c1ccco1 (stereo not drawn)	-46%
NCCC(=O)N1CCC(n2nccc2NC(=O)Nc2ccccc2Cl)CC1	3%
Cc1noc(C)c1CC(=O)N1CCCC(Cc2noc(-c3cccnc3)n2)C1 (stereo not drawn)	3%
CCn1nc(CC(C)C)cc1C(=O)N1CCN(CCn2cccc2)CC1	18%
Cc1cc(C)cc(OCC(=O)Nc2ccc(C(=O)N(C)C)cc2)c1	-13%
CN(C(=O)c1ccc2c(c1)C(=O)c1ccccc1-2)C1CCCc2ccccc21 (stereo not drawn)	?
Cc1[nH]c2ccc(F)cc2c1CC(=O)NCCCN1CCCCC1	-17%
CCOC(=O)CNC(=O)N(C)[C@H]1C[C@H]2c3[nH]c4c(-c5ccccc5)cccc4c3CCN2C(=O)[C@H]1[C@H](C)O	-2%
